IMP-1 inhibitor – inhibitors of Pseudomonas aeruginosa IMP-1 metallo-beta-lactamase. purified IMP-1, nitrocefin hydrolysis, epi-absorbance fluorescence. inhibition, % at 5.6 µM. AID 1556. 0.45% of 290,000 active;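 active = inhibition above the mean plus 3 SD of all compounds in the same screening run, cut at about 4.5% in these data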;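 also: 0% = IMP-1 with DMSO and 100% = DMSO wells lacking enzyme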
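Material – recombinant IMP-1 enzyme, purified · Amount – IMP-1 0.2 nM before substrate addition · Medium – HEPES buffer pH 7.1 with ZnSO4 and Brij 35 · Timing – 25 °C, 15 min preincubation, 25 min reaction · Measured by – plate fluorescence quenching by hydrolysis product, ex 480/em 530 nm · Read-out – percent enzyme inhibition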
VIM-2 inh – blocks Pseudomonas aeruginosa VIM-2 metallo-beta-lactamase | inhibition, % at 5.6 µM | purified VIM-2, nitrocefin hydrolysis, epi-absorbance fluorescence | AID 1527 | 0.89% of 290,000 active;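 active = inhibition above the mean of all tested compounds plus 3 SD, cutoff set per screening run, cut at about 7.5% in these data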;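 also: red hydrolysis product quenches plate fluorescence so inhibitors raise well fluorescence; 0% = enzyme with DMSO and 100% = DMSO without enzyme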
IDE inh – cellular human IDE inhibition; 0.41% of 320,000 active; HEK cells, FAbetaB cleavage, fluorescence polarization; AID 434962; P14735; inhibition, % at 5.59 µM;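 active = percent inhibition above the average of all tested compounds plus 3 SD, set per screening campaign, cut at about 16% in these data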;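 also: IDE supplied by intact live HEK cells; FP after avidin binding of uncleaved biotin substrate so inhibition keeps polarization high; 0% = DMSO wells and 100% = 60 µM reference IDE inhibitor Ii1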
Target sequence (P14735 whole entry, looked up): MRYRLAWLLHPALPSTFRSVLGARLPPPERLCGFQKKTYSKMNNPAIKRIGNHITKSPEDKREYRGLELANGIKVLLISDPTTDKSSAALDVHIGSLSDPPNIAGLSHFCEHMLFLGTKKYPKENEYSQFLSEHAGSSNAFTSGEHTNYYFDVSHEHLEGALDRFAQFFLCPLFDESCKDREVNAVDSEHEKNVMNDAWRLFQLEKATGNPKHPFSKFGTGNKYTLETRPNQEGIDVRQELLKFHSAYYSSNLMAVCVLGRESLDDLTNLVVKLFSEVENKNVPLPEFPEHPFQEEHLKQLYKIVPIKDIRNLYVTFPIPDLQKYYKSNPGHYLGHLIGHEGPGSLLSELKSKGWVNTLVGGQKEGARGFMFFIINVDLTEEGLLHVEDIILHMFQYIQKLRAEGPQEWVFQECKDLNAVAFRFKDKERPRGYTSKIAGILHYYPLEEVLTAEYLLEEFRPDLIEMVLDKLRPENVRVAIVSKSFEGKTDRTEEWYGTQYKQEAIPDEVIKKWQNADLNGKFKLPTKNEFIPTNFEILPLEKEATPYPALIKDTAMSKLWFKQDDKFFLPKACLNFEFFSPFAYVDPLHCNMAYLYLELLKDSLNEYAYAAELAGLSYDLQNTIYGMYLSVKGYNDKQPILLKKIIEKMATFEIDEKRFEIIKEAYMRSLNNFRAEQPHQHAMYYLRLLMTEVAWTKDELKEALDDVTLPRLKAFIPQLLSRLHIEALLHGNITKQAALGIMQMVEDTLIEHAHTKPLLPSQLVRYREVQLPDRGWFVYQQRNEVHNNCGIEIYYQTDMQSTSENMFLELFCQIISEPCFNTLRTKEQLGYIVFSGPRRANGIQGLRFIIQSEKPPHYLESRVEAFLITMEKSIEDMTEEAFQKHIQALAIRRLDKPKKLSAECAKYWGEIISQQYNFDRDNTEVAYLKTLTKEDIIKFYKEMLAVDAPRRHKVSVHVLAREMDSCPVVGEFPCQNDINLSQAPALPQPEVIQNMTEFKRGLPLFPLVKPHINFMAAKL
FID counter – fluorescent intercalator displacement, NS3 helicase counter-screen; DNA fluorescent intercalator displacement, fluorescence; 0.17% of 290,000 active; AID 1845; inhibition, % at 7.9 µM; in the data active = inhibition above about 37%;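 also: 0% = vehicle and 100% = reference compound; higher means more ethidium bromide displaced from hairpin DNA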
UBC9 SUMO inh – inhibitors of human SUMOylation (UBC9); inhibition, % at 35 µM; HTRF SUMOylation assay, SAE1/SAE2 + UBC9, in vitro; 0.36% of 290,000 active; P63279; in the data active = inhibition above about 50%, passing the limit was not always enough; also: strong numbers were not always called active
IDE act – IDE (human) activation, cell-based. activation, % at 5.96 µM. HEK cells, FAbeta-B cleavage, fluorescence polarization; 0% vehicle, 100% cell-free pure enzyme wells. 0.073% of 340,000 active. P14735. AID 493087;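 active = activation above the mean of all tested compounds plus 3 SD, set per screening campaign, cut at about 17% in these data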
NS3 helicase inh – inhibitors of Hepatitis C virus NS3 helicase; NS3 helicase DNA unwinding, Cy5 molecular beacon fluorescence; inhibition, % at 10.9 µM; 0.56% of 290,000 active;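 active = inhibition above the mean of all tested compounds plus 3 SD, set per campaign, cut at about 35% in these data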;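 also: 0% = DMSO wells and 100% = thioflavine S control wells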
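assay system = NS3 helicase fragment of HCV | buffer or medium = MOPS pH 6.5, MgCl2, DTT, Tween20, BSA | timing = 60 min unwinding reaction at 25 °C after ATP addition | signal = Cy5 beacon fluorescence read at start and 1 h | read-out basis = % inhibition of unwinding | control set = low DMSO, high thioflavine S at 110 µM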
M18AAP inhibitor – PfM18AAP enzyme inhibition. recombinant PfM18AAP, H-Glu-NHMec fluorogenic cleavage. inhibition, % at 7.35 µM. 1.2% of 290,000 active. AID 1822;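 active = inhibition above the campaign mean inhibition over all tested compounds plus 3 SD, cut at about 28% in these data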;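 also: 0% = plate median of test compound wells and 100% = 2 mM ZnCl2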
pCIP destab – lowers stability of the mouse p/CIP coactivator protein | F442A p/CIP-EGFP cells, EGFP fluorescence, 16 h | decrease of EGFP signal, % at 10 µM | 0.01% of 290,000 active;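 active = EGFP signal decrease of at least 30% at 10 µM or well 3 SD below plate mean, unless failing retest; inactive = the rest, including hits failing retest or dose response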; also: some compounds called inactive have numbers as strong as hits; many of its hits are not listed in these tables
* hit, by the source's call; nt = no result given; & = joins results of further samples.

Each structure is followed by: IMP-1 inhibitor | VIM-2 inh | IDE inh | FID counter | UBC9 SUMO inh | IDE act | NS3 helicase inh | M18AAP inhibitor | pCIP destab
> CC(=O)c1cccc(Nc2nc(-c3ccccc3)nc3ccccc23)c1
→ -0.7 | 0.8 | 1 | -2 | 6 | 8 | -14 | -14 | -8
> CCOC(=O)c1c(NC(=O)c2cccs2)sc2c1CCCC2
→ -2.6 | -2.4 | 2 | -12 | 17 | 5 | 9 | 2 | -5
> O=C(NCc1cccnc1)c1ccccc1[N+](=O)[O-]
→ -3.9 | -2.8 | 9 | -1 | 18 | 4 | 6 | 3 | 10
> CC(C)CCn1c(Cl)nc2c1c(=O)n(C)c(=O)n2C
→ -0.2 | 0.3 | 0 | -2 | 1 | -1 | -5 | -12 | -12
> CN(C)c1ccc(CN(C(=O)COc2ccccc2)C2CCS(=O)(=O)C2)cc1 (stereo not given)
→ 0.0 | 0.0 | 2 | -23 | -13 | 5 | 9 | 7 | -4
> O=C(COC(=O)Cc1cccc(C(F)(F)F)c1)Nc1cccc2ccccc12
→ -2.8 | -3.6 | 6 | -12 | -4 | 3 | 1 | 1 | 2
> CN(C)c1ccc(C(C(=O)NCC2CCCO2)N(Cc2ccccc2)C(=O)c2snc(C(N)=O)c2N)cc1 (stereo not given)
→ -2.1 | -3.0 | -4 | -47 | 0 | 0 | -9 | 4 | -2
> CCCCn1c(=O)[nH]c2c(oc3ccccc32)c1=O
→ -2.8 | -2.0 | 9 | -11 | 22 | -4 | 10 | 0 | -6
> O=C(Nc1ccc(OC(F)(F)F)cc1)c1ccc2nc[nH]c2c1
→ -5.8 | -2.1 | -1 | 10 | 5 | 4 | -7 | -3 | -11
> Cc1[nH]c2ccccc2c1/C=N/NC(=O)c1ccccc1
→ -1.8 | -0.2 | 5 | -1 | -9 | 3 | -11 | -1 | -1
> O=C1CNC(=O)/C(=C\c2ccc(F)cc2)N1
→ -3.0 | 0.4 | 1 | -3 | 32 | 1 | -4 | 0 | -8
> Cc1nn(Cc2c(Cl)cccc2Cl)c(C)c1NC(=O)/C=C/c1cnn(C)c1C
→ -1.3 | -1.0 | 5 | -45 | 13 | -2 | -9 | 9 | 12
> Nc1c(-c2ccccc2)c(CN2CCOCC2)nn1-c1ccc(C(=O)O)cc1
→ -3.5 | -3.1 | -5 | -9 | 1 | -7 | 8 | -12 | -14
> CCCCN(CC)C(=O)c1oc2ccc(S(=O)(=O)N3CCCC3)cc2c1C
→ -2.5 | -4.6 | 0 | -38 | nt | 0 | -5 | -3 | -1
> CCCS(=O)(=O)c1nc(S(=O)(=O)c2ccc(C)cc2)c(N2CCOCC2)s1
→ -3.4 | -0.9 | 7 | -31 | -7 | -3 | 9 | -1 | 2
> CC(C)CC(c1nnnn1Cc1ccc2c(c1)OCO2)N1CCC(C(N)=O)CC1 (stereo not given)
→ -3.8 | 0.1 | 0 | -14 | 33 | 7 | 0 | -7 | 0
> CN1CCN(C(=O)CN(c2cc(C(F)(F)F)ccc2Cl)S(C)(=O)=O)CC1
→ -3.0 | -2.0 | -1 | 2 | 3 | 1 | 7 | -7 | -12
> Cc1cc(C)cc(C(=O)N2CCN=C2c2ccccc2)c1
→ -2.6 | -3.6 | 1 | -16 | -8 | 2 | 3 | -2 | -2
> CCOc1ccccc1/C=C/c1cc(C(=O)O)c2ccccc2n1
→ -1.6 | -1.9 | 1 | -12 | 29 | 6 | 3 | 1 | -10
> CCC(C)NC(=O)c1ccccc1NC(=O)CN(c1cc(C)ccc1OC)S(C)(=O)=O (stereo not given)
→ -0.3 | 0.1 | 5 | -28 | 5 | -3 | -5 | -11 | 2

(more compounds)
Each structure is followed by: IMP-1 inhibitor | VIM-2 inh | IDE inh | FID counter | UBC9 SUMO inh | IDE act | NS3 helicase inh | M18AAP inhibitor | pCIP destab
> CSc1c(CC(=O)Nc2ccccc2)n(Cc2ccccc2)c2ccccc12
→ -3.4 | 0.2 | 4 | -3 | -15 | 1 | 1 | -2 | -6
> COc1ccc(NC(=O)NNC(=O)c2ccc3ccccc3c2O)c(OC)c1
→ -2.9 | -1.9 | -3 | -13 | 1 | 8 | -3 | 36* | 4
> CCn1cc(/C=N\NC(=O)COc2cccc(C)c2C)c(C)n1
→ -1.8 | -3.5 | 0 | -33 | -7 | 5 | -12 | 5 | 13
> CCc1ccc(N(CC(=O)NCc2ccc(F)cc2)C(=O)c2csnn2)cc1
→ -1.5 | -1.1 | -7 | -18 | -3 | 0 | -9 | -6 | 5
> O=C(CSc1ccc2ccccc2c1)Nc1ncccn1
→ -2.2 | -1.4 | -2 | 1 | 0 | 1 | -4 | 1 | 2
> CCOC(=O)C1=C(N)n2c(s/c(=C\c3cccnc3)c2=O)=C(C(=O)OC)C1c1cccnc1 (stereo not given)
→ 1.7 | -2.4 | 6 | -9 | nt | 5 | 19 | 1 | nt
> OC(COCC1COc2ccccc2O1)CN1CCN(c2ccccn2)CC1 (stereo not given)
→ -4.9 | -3.0 | -1 | 0 | 5 | 0&6 | -9 | 0 | 0
> Oc1cccc(-c2nc3ccc4ccccc4c3c3c2CCC3)c1
→ -1.9 | -3.2 | 5 | -10 | 9 | -2 | -3 | -8 | -18
> O=C(O)c1ccccc1/C=N/NC(=S)NCc1ccccc1
→ -4.3 | -3.5 | 4 | -9 | -13 | -8 | 8 | -1 | 4
> Nc1ccc2nc(CCc3ccccc3)[nH]c2c1
→ -2.6 | -2.9 | 0 | 2 | 6 | -2 | -19 | 4 | -15
> O=S(=O)(Nc1cccc(-n2cnnn2)c1)c1ccc(Cl)cc1
→ -1.1 | 1.5 | 3 | -12 | 14 | 4 | -5 | -7 | -5
> O=C(CN1CCOCC1)N1c2ccccc2Sc2ccccc21
→ -2.2 | -4.9 | -1 | -21 | 20 | 0 | 2 | 5 | 0
> O=C(NCCc1ccc(Cl)cc1)C1CCN(S(=O)(=O)N2CCCC2)CC1
→ -1.4 | 0.3 | 5 | -22 | -7 | 4 | -14 | -5 | 2
> COc1ccc(Cn2nnc3c(C)n[nH]c(=O)c32)cc1
→ -3.2 | -2.0 | 1 | -2 | -13 | 3 | -2 | -5 | 1
> Cn1nccc1NC(=O)Nc1cccc([N+](=O)[O-])c1
→ -3.1 | -3.0 | -3 | 3 | 49 | 3 | 2 | 1 | -13
> CC1CC(C)(C)NC(=S)N1CCCC(=O)Nc1ccc(F)c(F)c1 (stereo not given)
→ -3.4 | -1.0 | 2 | -8 | 9 | -1 | 3 | 1 | -6
> CCCCCOc1ccc(/C=c2\sc3nc(=O)c(-c4ccccc4)nn3c2=O)cc1OC
→ -2.2 | -2.6 | 4 | -24 | 20 | 7 | 43* | -8 | -7
> CCOC(=O)N1CCC(NC(=O)c2cc(C(=O)Nc3ccc(OC)c(OC)c3)ccc2CO)CC1
→ 0.5 | 0.7 | -3 | -26 | 26 | 3 | 9 | -6 | -24
> CC(OC(=O)c1ccc2ccccc2n1)C(=O)Nc1ccc(N2CCOCC2)cc1 (stereo not given)
→ -2.6 | -1.1 | 2 | -32 | 38 | -6 | 1 | 5 | -12
> COc1ccc(OCC(=O)N/N=C(/C)Cc2ccccc2)cc1
→ -2.7 | -5.1 | -4 | -1 | 6 | 6 | 5 | 7 | -17

(continued)
Each structure is followed by: IMP-1 inhibitor | VIM-2 inh | IDE inh | FID counter | UBC9 SUMO inh | IDE act | NS3 helicase inh | M18AAP inhibitor | pCIP destab
> COc1cccc(-n2c(C)n[nH]c2=O)c1
→ -2.7 | -2.3 | -3 | -5 | -7 | 0 | -1 | 2 | -10
> CC(C)(C)c1ccc(C(=O)Nc2nnc(SCC(=O)NCC3CCCO3)s2)cc1 (stereo not given)
→ 0.5 | 0.5 | 1 | -27 | 14 | 9 | -4 | 0 | -20
> O=C(Nc1ccccc1C(F)(F)F)N1CCN(c2ccc3nnc(-c4ccc(F)cc4)n3n2)CC1
→ -1.5 | 12* | -2 | 20 | 6 | 3 | -4 | -2 | -6
> COc1cc2c(cc1OC)C(C(=O)NCCN(C)C)C(c1cccs1)N(C)C2=O (stereo not given)
→ -2.2 | -3.2 | -2 | 15 | 14 | 7 | -14 | -6 | 2
> CCC(Oc1ccccc1)C(=O)O/N=C(\N)c1ccc(OC)c(OC)c1 (stereo not given)
→ -2.2 | -4.2 | -4 | -28 | -18 | 6 | -9 | 2 | 2
> CCc1ccc(NC(=S)N(CCCN2CCOCC2)Cc2ccccn2)cc1
→ -2.5 | -0.6 | 7 | 4 | 0 | 6 | -5 | -9 | -4
> O=C(Nc1ccccc1C(=O)N1CCOCC1)C1CCC(=O)N1C1CCCC1 (stereo not given)
→ -0.3 | -2.5 | 2 | -1 | 4 | -2 | 7 | 2 | 8
> O=C(CN1C(=O)/C(=C/c2ccccc2Cl)SC1=S)NC1C=CS(=O)(=O)C1 (stereo not given)
→ 12* | -3.0 | 5 | -13 | nt | 2 | -18 | 28 | -5
> Cc1ccc(C2C3=C(CCCC3=O)Nc3nc(SCC(=O)NCc4ccco4)[nH]c(=O)c32)cc1 (stereo not given)
→ 1.0 | -2.4 | 12 | -21 | 16 | -5 | 10 | 17 | -1
> CCCCN(C)C(=O)c1nc2ccccn2c1CN1CCN(C/C=C/c2ccccc2)CC1
→ -1.0 | 0.4 | -1 | 10 | 12 | -2 | -3 | -1 | -9
> COc1ccc(OC)c(S(=O)(=O)N2CCC(C(=O)N3CCCCCC3)CC2)c1
→ -0.6 | -2.1 | 2 | -32 | 5 | -5 | 4 | -14 | -2
> COC(=O)c1onc(-c2c(C)cc(C)cc2C)c1C(=O)OC
→ -0.7 | 3.1 | -2 | -10 | -18 | 2 | 2 | 4 | 3
> COc1ccc(C(CCN(Cc2ccc(OC)c(OC)c2)C(C)=O)c2ccccc2)cc1 (stereo not given)
→ -0.2 | -2.4 | 0 | -45 | -3 | -2 | -15 | 14 | -2
> COc1ccc2cc3cc(C(=O)Nc4cc(OC)c(OC)c(OC)c4)oc3nc2c1
→ 1.7 | 0.4 | 3 | -17 | 39 | 2 | -2 | 18 | -10
> Clc1nc(-c2cccnc2)nc2scc(-c3ccccc3)c12
→ 0.1 | -1.9 | 5 | -7 | 5 | 5 | 8 | 3 | 2
> N#Cc1cc(Nc2c(N)nc[nH]c2=O)c([N+](=O)[O-])cc1C#N
→ -2.3 | -4.5 | 2 | -1 | 0 | 2 | 4 | -3 | -1
> O=S(=O)(NCc1cccnc1)c1ccc(Cl)s1
→ -3.5 | -2.0 | 0 | -5 | -9 | 2 | -5 | -12 | -13
> CC(C)Cn1c(N)c(C(=O)COC(=O)c2cc(C(F)(F)F)nc3c(C(F)(F)F)cccc23)c(=O)n(C)c1=O
→ -1.8 | -2.4 | 2 | -10 | -14 | nt | 9 | -1 | -5
> Cc1cc(C)cc(NC(=O)c2cccn2-c2ncc(C(F)(F)F)cc2Cl)c1
→ -2.4 | -3.2 | 0 | -18 | -40 | 5 | -4 | 4 | 2
> CCCN1C2CCCC1CC(NC(=S)Nc1cc(C)ccc1C)C2 (stereo not given)
→ -4.4 | 0.4 | 0 | 7 | -29 | 1 | 11 | -10 | -5

Screens deposited in PubChem BioAssay by several laboratories.
